Screens from PubChem BioAssay.
Bcl-2 Bim block = inhibitors of Bim-Bcl-2 interaction, human | Bead-based flow cytometry, Bim peptide-Bcl-2 binding | inhibition, % at 10 µM | 0.06% of 190,000 active; in the data active means inhibition above about 40%; inconclusive means no clear call, values can overlap the other calls;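 further: 0% = no compound wells with probe peptide and 100% = reference peptide inhibitor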
ABCG2 inh = human ABCG2 inhibition, ABCB1 as counter-screen; IgMXP3 cells, JC-1 efflux, flow cytometry; inhibition, % at 6.6 µM; 0.1% of 190,000 active; AID 1325;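 active means inhibition above 80%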;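 further: 0% = DMSO and 100% = nicardipine control wells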
Target sequence (Q9UNQ0 whole entry, looked up): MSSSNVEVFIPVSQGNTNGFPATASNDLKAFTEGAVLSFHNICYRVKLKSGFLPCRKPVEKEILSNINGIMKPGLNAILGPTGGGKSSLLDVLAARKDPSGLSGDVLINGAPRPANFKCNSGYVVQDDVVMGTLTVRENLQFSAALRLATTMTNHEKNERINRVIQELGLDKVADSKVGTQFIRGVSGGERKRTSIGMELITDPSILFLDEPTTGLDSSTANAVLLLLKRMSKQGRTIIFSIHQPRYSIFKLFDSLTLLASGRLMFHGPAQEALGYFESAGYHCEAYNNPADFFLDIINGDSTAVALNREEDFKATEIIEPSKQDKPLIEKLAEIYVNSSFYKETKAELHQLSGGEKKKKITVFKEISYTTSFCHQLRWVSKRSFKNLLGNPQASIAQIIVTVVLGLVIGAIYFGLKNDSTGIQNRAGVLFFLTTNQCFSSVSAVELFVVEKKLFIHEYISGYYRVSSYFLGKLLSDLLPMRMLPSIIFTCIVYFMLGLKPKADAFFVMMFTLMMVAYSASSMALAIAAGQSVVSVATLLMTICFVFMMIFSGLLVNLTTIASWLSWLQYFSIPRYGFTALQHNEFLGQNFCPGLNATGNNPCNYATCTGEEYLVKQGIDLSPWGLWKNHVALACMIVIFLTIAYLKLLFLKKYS
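Read-out basis: Efflux inhibition in percent versus controls | Test system: ABCG2 IgMXP3 and barcoded ABCB1 CCRF-Adr cell mix | Quantity: 3 million cells/mL in well | Schedule: 10 min at 25 °C | Control set: Nicardipine as high control, DMSO as low control | Reagent: JC-1 as fluorescent efflux pump substrate | Signal: Flow cytometry of retained JC-1 fluorescence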
Bim-Bcl-B = disrupts Bim peptide binding to human Bcl-B | 0.073% of 190,000 active | bead-based flow cytometry | inhibition, % at 10 µM | Q9HD36;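 further: 0% = tracer peptide without compound and 100% = reference inhibitor peptide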
Bcl-W Bim block = inhibitors of Bim-Bcl-W interaction, human; 0.02% of 190,000 active; AID 952; Q92843; inhibition, % at 10 µM; bead-based flow cytometry, Bim peptide-Bcl-W binding;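 further: 0% = bound tracer without compound and 100% = peptide blocker; higher means less fluorescent Bim peptide bound to Bcl-W beads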
Bfl-1 Bim block = human Bim-Bfl-1 interaction inhibition; 0.12% of 190,000 active; inhibition, % at 10 µM; Bead-based flow cytometry, Bim-Bfl-1 binding inhibition;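 further: 0% = wells without compound plus tracer and 100% = blocker peptide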
RGS8-Gao reg = modulates binding of RGS8 to human Galphao; P09471; multiplexed bead flow cytometry; actives lie on both sides; response (percent of control binding), % at 10 µM; 0.34% of 220,000 active; AID 1423; in the data active means response below about 60% or above about 140%; inactive means in between;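 further: Galphao activated as the GDP aluminium fluoride complex binding bead-coupled RGS8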
Target sequence (P09471 whole entry, looked up): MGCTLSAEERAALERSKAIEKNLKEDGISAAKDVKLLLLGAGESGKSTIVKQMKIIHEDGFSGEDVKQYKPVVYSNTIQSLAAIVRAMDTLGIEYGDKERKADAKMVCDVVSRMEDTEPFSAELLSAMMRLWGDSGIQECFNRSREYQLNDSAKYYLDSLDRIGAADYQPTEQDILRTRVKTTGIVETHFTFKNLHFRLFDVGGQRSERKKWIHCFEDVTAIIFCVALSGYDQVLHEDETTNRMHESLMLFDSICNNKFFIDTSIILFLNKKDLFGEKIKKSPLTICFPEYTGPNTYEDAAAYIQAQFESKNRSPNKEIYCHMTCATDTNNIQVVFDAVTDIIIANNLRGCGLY
ABCB1 block = inhibitors of human ABCB1 transporter, ABCG2 counter-screen; AID 1326; P08183; CCRF-Adr cells, JC-1 efflux, flow cytometry; 0.067% of 190,000 active; inhibition, % at 6.6 µM; in the data active means inhibition above about 40%;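 further: 0% = vehicle and 100% = reference inhibitor; higher value means more JC-1 retained so stronger ABCB1 efflux block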
RGS7-Gao reg = human RGS7-Galphao interaction regulation; P09471; Multiplexed bead flow cytometry, RGS7-Galphao binding; actives lie on both sides; binding response (% of control), % at 10 µM; 0.35% of 220,000 active; in the data active means binding response below about 49% or above about 150%; inconclusive means no clear call, values can overlap the other calls; inactive means in between;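 further: fluorescent Galphao held in activated GDP-AlF4 state binding bead-coupled RGS7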
Bim-Bcl-XL = inhibitors of Bim-Bcl-XL interaction, human; Q07817; Bim peptide-Bcl-XL binding, bead flow cytometry, fluorescence; inhibition, % at 10 µM; 0.04% of 190,000 active; AID 1007
RGS4-Gao reg = human RGS4-Galphao interaction regulation; Multiplexed bead flow cytometry, RGS4-Galphao binding; actives lie on both sides; 0.33% of 220,000 active; P09471; AID 1415; binding response (% of control), % at 10 µM; in the data active means binding response below about 49% or above about 150%; inactive means in between;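 further: fluorescent Galphao activated with aluminum fluoride binding bead-coupled RGS4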
Bim-Mcl-1 = human Bim-Mcl-1 interaction inhibition | 0.1% of 190,000 active | AID 1009 | Bead-based flow cytometry, Bim peptide-Mcl-1 binding | Q07820 | inhibition, % at 10 µM;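 further: 0% = no compound tracer wells and 100% = peptide blocker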
* = called active by the depositor; ? = inconclusive; / = not tested or not shown. Unless noted, no stated cut-off is given here; in the data, active means inhibition above about 40%.

SMILES | Bcl-2 Bim block | ABCG2 inh | Bim-Bcl-B | Bcl-W Bim block | Bfl-1 Bim block | RGS8-Gao reg | ABCB1 block | RGS7-Gao reg | Bim-Bcl-XL | RGS4-Gao reg | Bim-Mcl-1
CN(C)C(=O)On1c(-c2ccccc2)nc2ccc(Cl)cc21 | -4 | 0 | -2 | 4 | -8 | 103 | -0.1 | 101 | 0 | 101 | 0
CCCCn1c(N)c(C(=O)NCc2cccs2)c2nc3ccccc3nc21 | 0 | 4 | -11 | 4 | 2 | 97 | 0.5 | 100 | 4 | 97 | 4
CN1CCN(c2ccc([N+](=O)[O-])c(NCC3CCCO3)c2)CC1 (stereo not drawn) | -6 | 18 | -10 | -3 | -8 | 100 | 2.2 | 99 | -6 | 100 | -5
CCn1c(=N)n(Cc2ccccc2F)c2ccccc21 | 1 | -2 | -4 | 0 | -1 | 102 | 0.4 | 100 | -2 | 101 | -3
COc1ccc(Nc2ncc(C(=O)N3CCC4(CC3)OCCO4)c3ccccc23)cc1 | -6 | 3 | -4 | -2 | 0 | 108 | 0.7 | 105 | -4 | 107 | -3
CN(C)c1ccc(/C=C/[N+](=O)[O-])cc1 | 4 | 3 | -10 | -1 | 5 | 97 | 0.8 | 101 | 2 | 101 | 0
CC1CCN(C(=O)c2ccc(N3CC4CC(C3)c3cccc(=O)n3C4)c([N+](=O)[O-])c2)CC1 (stereo not drawn) | -8 | 2 | -7 | -4 | -5 | 102 | / | 93 | -7 | 96 | -4
CSc1ccc(CN2CCN(C(=O)COc3ccc(C)cc3)CC2)cc1 | -2 | 0 | -4 | 1 | -9 | 102 | 0.1 | 103 | -1 | 104 | 0
CC(NC1=NCCS1)c1ccccc1 (stereo not drawn) | -2 | 0 | -3 | -3 | -3 | 102 | 0.1 | 99 | -4 | 98 | 0
O=C(COC(=O)c1cccc(O)c1)Nc1ccc(Cl)cc1C(=O)c1ccccc1 | -4 | 36 | -3 | -7 | -2 | 93 | -1.0 | 98 | -5 | 99 | -8
O=P(NC(c1ccccc1)c1ccccc1)(Oc1ccccc1)Oc1ccccc1 | -2 | 4 | -7 | -1 | -2 | 94 | 1.3 | 99 | -9 | 95 | -4
COC(=O)C(O)(c1ccc(N(C)C)cc1)C(F)(F)F (stereo not drawn) | -2 | 6 | -1 | 0 | -8 | 98 | 0.7 | 93 | 1 | 94 | 0
CSc1ncc(/C=C2/C(=O)NC(=O)N(c3ccc(C(C)C)cc3)C2=O)cn1 | -2 | -3 | -7 | -1 | -5 | 97 | -1.2 | 93 | -6 | 100 | -2
Cn1cccc1CNCCc1ccc(F)cc1 | 4 | 0 | 2 | 2 | 7 | 91 | 0.2 | 93 | 0 | 82 | 4
Cc1cc(S(=O)(=O)NCC(C)C)ccc1OCC(=O)N1CCN(Cc2ccccc2)CC1 | -9 | 4 | -10 | -1 | -15 | 109 | 1.4 | 108 | 3 | 109 | 2
CS(=O)(=O)N1CCN(C(=N)N[N+](=O)[O-])CC1 | -2 | 2 | 0 | -2 | -6 | 101 | -0.1 | 102 | -4 | 103 | -2
C(=NC12CN3CN(CN(C3)C1)C2)c1cccnc1 | -1 | 2 | -4 | 0 | -4 | 99 | 1.1 | 100 | -2 | 99 | 0
O=c1[nH]c(=O)n(CCc2ccccc2)c(O)c1C=NCCCn1ccnc1 | 0 | 1 | -5 | 1 | -8 | 104 | 0.1 | 107 | -4 | 107 | 1
O=C1CC(=O)N(c2cccc(Cl)c2)C(=O)N1 | -12 | 0 | -4 | -1 | -11 | 100 | 0.1 | 98 | -4 | 99 | -1
COc1cc(/C=N/NC(=O)CN2CC(c3ccccc3)CC2=O)ccc1OC(=O)N(C)C (stereo not drawn) | -2 | 1 | -7 | 6 | -12 | 104 | 0.3 | 99 | -11 | 104 | 0
CCCCn1c(O)c(C(CC)=NC(C)c2ccccc2)c(=O)[nH]c1=O (stereo not drawn) | -9 | 40 | -9 | 1 | -16 | 101 | 5.5 | 99 | -1 | 99 | -1
Cc1c(P(=S)(c2ccccc2)c2ccccc2)[n+]2ccccc2n1C | -5 | 5 | -21 | 0 | -4 | 102 | 0.4 | ? | -4 | 101 | -4
COCCCn1c(N)c(C(=O)OCCOC)c2nc3ccccc3nc21 | -11 | -2 | -11 | 0 | -11 | 98 | -5.7 | 99 | -5 | 99 | -3
CCN1C(=O)NC(=O)/C(=C/c2cc(C)n(-c3sc(C)c(C)c3C#N)c2C)C1=O | -6 | 0 | -2 | -6 | -4 | 102 | 0.1 | 102 | -5 | 100 | -6
Cc1ccc(-n2c(O)c(C=NCc3cccnc3)c(=O)[nH]c2=O)cc1C | -7 | 3 | -9 | 0 | -11 | 101 | 0.3 | 98 | -3 | 98 | -3
CCOC(=O)C(O)(c1ccc(NC(=S)NC(=O)c2ccc(Cl)cc2Cl)c(C)c1)C(F)(F)F (stereo not drawn) | -15 | 2 | -2 | -6 | -13 | 99 | -0.1 | 96 | -9 | 99 | -11
CC(C)CCCn1c(O)c(/C=C2/C=CC=N2)c(=O)[nH]c1=O | -21 | 19 | -14 | -2 | -13 | 100 | 1.4 | 101 | -8 | 101 | 0
COc1ccc(C2C([N+](=O)[O-])=C(N)Oc3c2c(=O)oc2ccccc32)cc1 (stereo not drawn) | -5 | 6 | -5 | -2 | -11 | 97 | 0.5 | 97 | -5 | 96 | -2
O=C(COc1ccccc1)N1CCN(C/C=C/c2ccccc2)CC1 | 0 | 1 | 0 | -1 | 0 | 103 | 0.6 | 97 | 0 | 101 | 0
c1ccc(-c2nc(N3CCOCC3)s[n+]2-c2ccccc2)cc1 | 14 | 0 | -44 | 7 | 52* | 99 | 0.4 | 99 | 9 | 101 | 9
O=C(Cc1ccccc1)Oc1cccc(-n2cnnn2)c1 | -3 | 1 | -1 | -4 | -6 | 100 | 0.3 | 103 | 1 | 99 | 0
CCCCCc1cc(O)c2c3c(c(=O)oc2c1)CN(C)CC3 | -2 | 15 | -4 | 0 | 0 | 102 | 1.1 | 99 | 0 | 95 | -1
CN(C(=O)CN1CC=C(c2ccccc2)CC1)c1c(N)n(Cc2ccccc2)c(=O)[nH]c1=O | -2 | 0 | -5 | -1 | -8 | 98 | 0.3 | 98 | -2 | 98 | -4
O=C(CF)NC(NC(=S)Nc1ccccc1O)C(Cl)(Cl)Cl (stereo not drawn) | -6 | 2 | -6 | -4 | -9 | 101 | 1.4 | 101 | -6 | 99 | -4
CCOC(=O)CCN=Cc1c(O)n(-c2ccc(Br)cc2)c(=O)[nH]c1=O | -6 | 7 | -5 | 0 | -10 | 100 | 1.1 | 93 | 0 | 101 | -1
O=C(COC(=O)c1ccc(O)cc1)Nc1ccc(Cl)cc1C(=O)c1ccccc1 | -7 | 15 | -6 | -5 | -5 | 101 | 0.7 | 100 | -7 | 102 | -2

Looked up by compound from above, 4 records:
SMILES | Bcl-2 Bim block | ABCG2 inh | Bim-Bcl-B | Bcl-W Bim block | Bfl-1 Bim block | RGS8-Gao reg | ABCB1 block | RGS7-Gao reg | Bim-Bcl-XL | RGS4-Gao reg | Bim-Mcl-1
c1ccc(-c2nc(N3CCOCC3)s[n+]2-c2ccccc2)cc1 | 14 | 0 | -44 | 7 | 52* | 99 | 0.4 | 99 | 9 | 101 | 9
CC(C)CCCn1c(O)c(/C=C2/C=CC=N2)c(=O)[nH]c1=O | -21 | 19 | -14 | -2 | -13 | 100 | 1.4 | 101 | -8 | 101 | 0
CCOC(=O)C(O)(c1ccc(NC(=S)NC(=O)c2ccc(Cl)cc2Cl)c(C)c1)C(F)(F)F (stereo not drawn) | -15 | 2 | -2 | -6 | -13 | 99 | -0.1 | 96 | -9 | 99 | -11
CCOC(=O)CCN=Cc1c(O)n(-c2ccc(Br)cc2)c(=O)[nH]c1=O | -6 | 7 | -5 | 0 | -10 | 100 | 1.1 | 93 | 0 | 101 | -1

The list goes on.
SMILES | Bcl-2 Bim block | ABCG2 inh | Bim-Bcl-B | Bcl-W Bim block | Bfl-1 Bim block | RGS8-Gao reg | ABCB1 block | RGS7-Gao reg | Bim-Bcl-XL | RGS4-Gao reg | Bim-Mcl-1
c1ccc(C2CC3CC(c4ccco4)N2O3)cc1 (stereo not drawn) | -8 | 3 | -11 | 1 | -13 | 100 | 0.5 | 98 | -1 | 97 | 0
O=c1[nH]c(=S)n(CCC2=CCCCC2)c(O)c1C=NCc1cccnc1 | -6 | 7 | -2 | -5 | -5 | 100 | 2.1 | 104 | -1 | 105 | -2
CCCCC(=O)N/N=C/c1c(O)n(CCc2ccc(OC)c(OC)c2)c(=O)[nH]c1=O | -4 | -2 | -10 | -5 | -11 | 103 | -0.6 | 99 | -5 | 102 | -2
Cc1cc(CN(C)C)c(OC(=O)N(C)C)cc1C | -6 | 5 | -5 | -4 | -15 | 96 | 0.1 | 94 | -3 | 95 | 0
CCn1cc(C(=O)NCc2ccccc2)c2ccccc21 | -7 | 4 | 0 | 1 | -3 | 95 | 0.5 | ? | -1 | 94 | 0
CCOCC(=O)NC1CCSC1=O (stereo not drawn) | 3 | 1 | 3 | 0 | 1 | 96 | 0.1 | 98 | 0 | 95 | 4
CNC(=S)N/N=C1\C2CN3CCN(C2)CC1(c1ccccc1)C3 | 1 | 1 | 0 | -2 | 0 | 94 | 0.7 | 102 | -2 | 89 | -1
COc1ccc(CCNC(=O)c2c(N)n(CCN3CCOCC3)c3nc4ccccc4nc23)cc1 | -7 | 7 | -8 | 0 | -6 | 104 | 2.2 | 104 | -2 | 105 | -3
COc1cc(Cn2c(N)c(C(=O)NCc3ccco3)c3nc4ccccc4nc32)cc(OC)c1OC | 0 | 0 | -2 | 8 | 3 | 96 | -0.7 | 98 | -2 | 97 | 7
COCCOC(=O)c1c(N)n(Cc2ccccc2)c2nc3ccccc3nc12 | -10 | -2 | -8 | 1 | -8 | 99 | -5.7 | 98 | -2 | 98 | 0
Fc1cccc(C2NCCc3[nH]cnc32)c1 (stereo not drawn) | -1 | 1 | 3 | -1 | -8 | 112 | 0.2 | 106 | -4 | 107 | -9
CCN(CC)C(=O)c1ccc(NC(=O)c2cccc(C(F)(F)F)c2)cc1 | 0 | 5 | -2 | 0 | -4 | 100 | 1.1 | ? | -1 | 100 | 0
O=C(c1cccnc1)c1cc2ccccc2[nH]1 | -23 | 20 | -12 | -5 | -15 | 99 | 0.8 | 100 | -8 | 99 | -2
CCOC(=O)c1c(NC(=O)c2c(N)n(CCCOC)c3nc4ccccc4nc23)sc2c1CCCC2 | -5 | -2 | 6 | 1 | 0 | 97 | -0.6 | 99 | 1 | 100 | 0
Cc1c(N=Nc2c(O)n(C)c(=O)n(C)c2=O)c(=O)n(-c2ccccc2)n1C | -4 | 8 | 2 | 3 | -6 | 58* | 1.6 | 66 | 6 | 65 | 5
CN(C)CCOC(=O)c1cn(Cc2ccccc2)c2ccccc12 | -2 | 1 | -5 | 0 | -13 | 96 | 0.2 | 92 | -3 | 95 | -1
Cc1c(C(c2ccc(Cl)cc2Cl)c2c(O)c3ccccc3oc2=O)c(=O)n(-c2ccccc2)n1C (stereo not drawn) | 3 | -5 | 3 | -3 | 4 | 97 | 0.7 | 84 | -1 | 97 | -1
OC(c1cccc(Cl)c1)(c1cccc(Cl)c1)C1CN2CCC1CC2 (stereo not drawn) | -2 | 1 | -2 | -3 | -4 | 99 | 0.7 | 101 | 0 | 102 | -8
O=S(=O)(c1ccccc1)N1CC1c1ccccc1 (stereo not drawn) | -7 | 1 | -10 | -4 | -2 | 95 | 0.5 | 94 | -7 | 93 | -4

The list is partial; rates above refer to the full screens.
